Screening data deposited in PubChem BioAssay by Sanford-Burnham Center for Chemical Genomics.
tim23-1 inh: growth inhibitors of tim23-1 mutant yeast | S. cerevisiae tim23-1 growth, BacTiter-Glo luminescence, 24 h | inhibition, % at 20 µM | 330,000 compounds, 1.3% hits;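 active = growth inhibition of the mutant yeast at or above 50%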;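 also: temperature-sensitive mutant grown at 25 °C; plate controls were DMSO-treated mutant yeast for no effect and medium wells lacking yeast for full effect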
EBI2 antag: blocks human EBI2 receptor beta-arrestin signaling | P32249 | EBI2 beta-arrestin recruitment, luminescence, 7a,25-OHC stimulated | inhibition, % at 5 µM | 360,000 compounds, 0.81% hits | AID 651636; in the data active = inhibition above about 38%;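 also: enzyme fragment complementation signal reports receptor beta-arrestin coupling in cells; 0% = agonist plus DMSO wells and 100% = wells without agonist; some results beyond the cut were filed as inactive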
Target sequence (P32249 whole entry, looked up, the tested form may be a part): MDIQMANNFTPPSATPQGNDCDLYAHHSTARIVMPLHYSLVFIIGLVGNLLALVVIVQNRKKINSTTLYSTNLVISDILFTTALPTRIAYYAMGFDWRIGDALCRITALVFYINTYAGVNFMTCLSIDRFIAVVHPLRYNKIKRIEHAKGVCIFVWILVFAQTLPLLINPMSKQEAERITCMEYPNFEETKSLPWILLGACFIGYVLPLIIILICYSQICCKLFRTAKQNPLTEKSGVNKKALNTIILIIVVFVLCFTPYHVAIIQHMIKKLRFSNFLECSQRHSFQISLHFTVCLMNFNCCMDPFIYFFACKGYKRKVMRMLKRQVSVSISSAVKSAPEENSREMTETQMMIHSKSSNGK
APJ antagonist: APJ receptor antagonism; P35414; CHO-K1 APJ beta-arrestin complementation, luminescence; inhibition, % at 20 µM; 330,000 compounds, 0.32% hits; AID 2521;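 active = inhibition above about 40% at 20 µM, limit read from the data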;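 also: cells challenged with 10 nM apelin-13 agonist together with compound; plate controls were apelin-13 plus DMSO wells for no effect and DMSO wells lacking apelin-13 for full effect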
XBP1 UPR activ: activators of adaptive arm of unfolded protein response (XBP1); 330,000 compounds, 0.33% hits; activation, % at 20 µM; AID 463104; CHO-XBP1 luciferase reporter, IRE1-XBP1 UPR activation, luminescence; percent of tunicamycin response, DMSO as zero;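 active = versus positive control, 20 µM dose yields 30% or more activation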;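 also: 100% = tunicamycin at 10 µg/mL and 0% = DMSO only wells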
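incubation = overnight seeding at 37 °C, 6 h compound treatment at 37 °C | assay system = CHO-XBP1 cells stably carrying IRE1-XBP1-driven luciferase reporter | input = 1000 cells per well | detection = luciferase luminescence | dosing = single point, 20 µM final compound, 1% DMSO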
CHOP UPR activ: activators of apoptotic arm of unfolded protein response (CHOP). activation, % at 10 µM. CHO-CHOP luciferase reporter, UPR activation, luminescence; percent of tunicamycin response over DMSO baseline. 330,000 compounds, 0.34% hits. AID 449763;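 active = at 10 µM dose, activation of 40% or more, normalized to positive control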;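 also: 100% = tunicamycin at 10 µg/mL and 0% = DMSO alone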
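Dosing – one dose, 10 µM in 0.5% DMSO · System – CHO-CHOP cells, stable luciferase reporter of PERK-eIF2a-CHOP signalling · Input – 500 cells/well · Control set – tunicamycin 10 µg/mL final as positive, DMSO-only wells as negative · Timing – 6 h compound treatment, 37 °C · Measure – % activation vs tunicamycin · Technique – luminescence read with Steady-Glo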
APJ agonist: activates the human apelin receptor APJ; activation, % at 20 µM; 330,000 compounds, 0.11% hits; P35414; CHO-K1 APJ PathHunter beta-arrestin, luminescence; 0% DMSO wells, 100% apelin;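 active = activation more than six SD over the plate average, tested at 20 µM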;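 also: 0% = DMSO alone and 100% = apelin-13 at 10 nM; some results filed as inactive read as strong as hits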
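assay system = CHO-K1 APJ beta-arrestin complementation cell line | input = cell density 1000 per well | dosing = compound 20 µM once, DMSO 1% | timing = compound 90 min 25 °C, reagent 1 h | measured by = luminescence from split beta-galactosidase complementation, Galacton Star/Emerald II substrate | read-out basis = APJ agonist activity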
CCR6 antagonist: antagonists of human CCR6 receptor; P51684; CHO-K1 CCR6 PathHunter beta-arrestin, luminescence, CCL20-stimulated; inhibition, % at 20 µM; 340,000 compounds, 0.49% hits; AID 493098;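 active = compounds whose inhibition of the agonist-driven luminescence signal at 20 µM reaches about 50%, limit read from the data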;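 also: cells stimulated with CCL20 at 14 nM final; plate controls were DMSO with CCL20 for no effect and DMSO without agonist for full effect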
Target sequence (P51684 whole entry, looked up): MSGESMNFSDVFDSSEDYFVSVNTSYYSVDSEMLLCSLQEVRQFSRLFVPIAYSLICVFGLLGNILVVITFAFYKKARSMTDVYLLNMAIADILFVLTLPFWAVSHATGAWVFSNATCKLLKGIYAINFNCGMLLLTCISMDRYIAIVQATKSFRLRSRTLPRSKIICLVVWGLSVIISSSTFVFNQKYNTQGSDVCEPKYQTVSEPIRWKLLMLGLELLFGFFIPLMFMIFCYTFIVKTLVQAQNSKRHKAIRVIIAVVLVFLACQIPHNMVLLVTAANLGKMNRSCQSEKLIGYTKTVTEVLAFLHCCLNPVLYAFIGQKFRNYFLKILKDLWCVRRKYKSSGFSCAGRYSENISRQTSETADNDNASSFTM
Mdm2-MdmX inh: inhibitors of human Mdm2/MdmX interaction; SaOS-2 split-luciferase Mdm2/MdmX complementation, luminescence; inhibition, % at 8 µM; 330,000 compounds, 3% hits;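 active = inhibition of at least 50% at 8 µM in the primary screen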
CXCR6 inh: blocks human CXCR6 beta-arrestin recruitment; O00574; CHO-K1 PathHunter CXCR6 beta-arrestin, luminescence; inhibition, % at 20 µM; 360,000 compounds, 0.36% hits; AID 602244; in the data active = inhibition above about 34%, passing the limit was not always enough;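 also: antagonist mode with CXCL16 agonist at 10 nM final; 0% = 10 nM CXCL16 with DMSO and 100% = unstimulated wells without agonist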
Target sequence (O00574 whole entry, looked up): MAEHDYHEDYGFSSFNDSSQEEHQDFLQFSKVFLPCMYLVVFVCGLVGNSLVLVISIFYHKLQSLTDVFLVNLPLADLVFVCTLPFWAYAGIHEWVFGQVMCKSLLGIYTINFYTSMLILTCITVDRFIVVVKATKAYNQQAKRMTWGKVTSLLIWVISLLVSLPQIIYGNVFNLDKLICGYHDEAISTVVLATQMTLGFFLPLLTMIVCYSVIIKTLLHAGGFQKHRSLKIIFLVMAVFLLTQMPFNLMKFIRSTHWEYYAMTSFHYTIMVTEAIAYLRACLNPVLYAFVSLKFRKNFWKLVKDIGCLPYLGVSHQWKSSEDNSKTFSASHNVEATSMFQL
Numbers without * were called inactive; / = not tested or not shown.

compound,CXCR6 inh,XBP1 UPR activ,APJ antagonist,CHOP UPR activ,tim23-1 inh,EBI2 antag,Mdm2-MdmX inh,APJ agonist,CCR6 antagonist
COc1ccc(C(=O)NCC(=O)N/N=C/c2ccco2)cc1OC,10,2,19,-0.8,9,-8,-10,-1,-10
O=C(Nc1cccc(C(F)(F)F)c1)C(=O)N1CCCCC1,0,0,-5,2.0,14,-7,6,-1,4
S=C(NCCN1CCOCC1)Nc1ccc(Nc2ccccc2)cc1,1,-2,-10,0.3,18,-3,-9,1,0
CCOC(=O)Cc1cc(=O)n(-c2nc3ccccc3s2)[nH]1,4,2,12,-2.0,6,7,11,-2,29
COCCC(=O)N1CCC(Oc2ccc(C(=O)N3CCCCC3COC)cc2)CC1 (stereo not given),2,-1,-4,1.7,-4,-4,6,-1,-3
COc1ccc(NC2=NCC(=O)N2Cc2cccs2)cc1,9,1,10,-0.2,12,4,55*,-3,11
CCN(CC(=O)Nc1ccc(Br)cc1F)CC(=O)NC1CCS(=O)(=O)C1 (stereo not given),0,-1,-3,0.0,-1,-3,26,-4,11
Cn1nnnc1Sc1ncnc2scc(-c3ccc(C(F)(F)F)cc3)c12,-6,-2,3,35,56*,23,98*,0,13
CCCCCOc1ccc(OC(=O)c2ccncc2)cc1,-23,8,-13,2.4,19,2,5,1,13
Nc1c(C(=O)O)ccc2c1C(=O)c1ccccc1C2=O,23,-1,21,0.5,32,1,10,-7,28
O=[N+]([O-])c1cc(/C=N/O)ccc1SCc1ccccc1,7,4,5,2.2,9,-4,14,4,-1
COc1ccc(CC(=O)N/N=C(\C)CC(=O)NCc2ccco2)cc1OC,-4,-3,6,-1.8,10,-13,15,0,3
Cn1nc(C(=O)N2CCCCC2)c2c1-c1ccccc1S(=O)(=O)C2,-14,2,7,-0.6,11,-11,7,-1,5
O=C(CSc1n[nH]c(-c2ccncc2)n1)NC1CCS(=O)(=O)C1 (stereo not given),3,-1,1,0.6,4,1,-9,3,-7
S=C(Nc1ccc(Br)cc1Cl)N1CCC2(CC1)OCCO2,-1,0,4,2.7,21,-8,-3,-3,1
Cc1ccc(N2C(=O)c3ccccc3C2Nc2ccc(S(=O)(=O)N3CCCCC3)cc2)nc1 (stereo not given),-4,-1,14,0.4,39,12,19,0,15
CSc1nccc(Oc2ccccc2Cl)n1,-4,2,1,2.8,-8,-5,6,0,21
COc1ccc(NC(=O)/C(=C\c2ccc3c(c2)OCO3)NC(C)=O)cc1,0,-3,-3,2.4,9,-10,10,2,1
COc1ccc(-c2nnc(SCC(=O)NCCc3ccc(S(N)(=O)=O)cc3)o2)cc1OC,2,1,-14,1.5,0,6,14,0,7
CC(=O)Oc1cc2c(C(C)=O)coc2c2ccccc12,-4,3,-30,0.7,-7,-1,20,-5,-4
Cc1ccc(S(=O)(=O)N(c2cccc(C(F)(F)F)c2)C2C=CS(=O)(=O)C2)cc1 (stereo not given),-2,3,-18,0.6,22,6,4,-1,-3
Cc1ccnc(N2CCC(C(=O)Nc3ccc(Oc4ccccc4)cc3)CC2)n1,-12,0,-16,-0.8,-10,10,14,2,9
CCCCn1c(N)c(N(CCOC)C(=O)CSCc2cccc(C)c2)c(=O)[nH]c1=O,7,0,-46,-0.6,-8,-6,4,-5,1
COC(=O)[C@@]1(Cc2ccc(OC)cc2)[C@H]2c3cc(C(=O)N(C)C)n(C[C@H](O)CO)c3C[C@H]2CN1C(=O)c1ccccc1,/,-1,-63,1.7,1,/,10,-4,0
COc1cccc(NC(=O)COc2cccc(-n3cnnn3)c2)c1,-30,3,-2,1.5,11,-12,12,-3,-2

2 neighbouring records from above, quoted:
compound,CXCR6 inh,XBP1 UPR activ,APJ antagonist,CHOP UPR activ,tim23-1 inh,EBI2 antag,Mdm2-MdmX inh,APJ agonist,CCR6 antagonist
COC(=O)[C@@]1(Cc2ccc(OC)cc2)[C@H]2c3cc(C(=O)N(C)C)n(C[C@H](O)CO)c3C[C@H]2CN1C(=O)c1ccccc1,/,-1,-63,1.7,1,/,10,-4,0
COc1cccc(NC(=O)COc2cccc(-n3cnnn3)c2)c1,-30,3,-2,1.5,11,-12,12,-3,-2

Later entries:
compound,CXCR6 inh,XBP1 UPR activ,APJ antagonist,CHOP UPR activ,tim23-1 inh,EBI2 antag,Mdm2-MdmX inh,APJ agonist,CCR6 antagonist
COc1ccc(C(C)(C)C)cc1NC(=O)CSc1ncn[nH]1,4,-1,18,1.0,-1,5,16,-2,9
CC(=O)Nc1ccc(S(=O)(=O)NCCc2ccccn2)cc1,-3,0,4,-1.0,10,0,14,-1,-1
Cc1ccc(C(C)C)c(OCc2ccc(C(=O)N/N=C/c3ccc(O)c(O)c3)cc2)c1,-7,86*,-31,102*,10,13,53*,2,16
CCN(c1cccc(C)c1)S(=O)(=O)c1ccc2c(c1)oc(=O)n2C,-2,-3,-11,-1.2,12,-7,-1,-4,4
CC(=O)N1CCC2(CC1)CC(=O)c1cc(OCC(=O)NCc3ccco3)ccc1O2,10,-1,7,-0.6,14,0,-8,1,-5
Cc1cc(C)n2nc(SC(C)C(=O)N3CC(C)OC(C)C3)nc2n1 (stereo not given),-1,-1,2,1.8,-16,-8,-4,-3,-1
Cc1ccc(CSc2nc3nc(C)cc(C)n3n2)cc1,-5,5,5,1.8,21,-13,9,-2,-1
COc1ccc(C(=O)C(Cc2cc(C(C)=O)ccc2OC)N2CCCC2)cc1 (stereo not given),-1,0,13,-1.6,10,3,20,-3,9
O=C(NC12CC3CC(CC(C3)C1)C2)c1cc([N+](=O)[O-])ccc1Cl,-13,-5,-25,1.5,38,12,19,0,1
CCc1ccc(OCc2nnc(SCCN3CCOCC3)n2CC)cc1,-3,3,3,1.7,26,-8,8,-4,-1
N#CCCn1cc(/C=N/NC(N)=S)c(-c2ccc(Br)cc2)n1,2,0,3,-0.1,2,0,-5,-1,3
CCN(Cc1ccc(N(C)C)cc1)C(C)C(=O)Nc1ccc(S(=O)(=O)N2CCCC2)cc1 (stereo not given),8,0,13,0.4,11,-3,-15,-2,16
CN(Cc1ccco1)S(=O)(=O)c1nnc(NC(=O)c2ccccc2)s1,6,-2,-4,1.4,17,-2,-6,-3,0
O=C(CCn1nc(-c2ccc(Cl)cc2)ccc1=O)N1CCN(c2ccccc2)CC1,2,-2,-3,-0.2,6,16,22,0,7
Cc1ccc(-c2cc(C(=O)N3CCCC(C(F)(F)F)C3)c3ccccc3n2)o1 (stereo not given),4,1,8,0.1,30,9,-6,-6,10
Cc1ccc(-n2c(=O)c(C#N)cc3c(=O)n4ccccc4nc32)cc1C,-4,0,13,-0.2,-10,-11,13,-4,2
O=C(NN1C(=O)c2cc(Br)ccc2NC1c1cc(Br)cc(Br)c1O)c1ccncc1 (stereo not given),2,0,5,-0.3,68*,9,4,-3,6
COC(=O)C1C(c2ccccc2)C(C(=O)O)C1c1ccccc1 (stereo not given),2,-5,1,0.0,-21,-1,8,-1,-4
O=C(O)c1ccc(N/N=C/c2ccnc3ccccc23)cc1,9,1,14,3.5,3,1,-16,-3,10
CCOc1ccc(CCNC(=O)c2ccc(=O)[nH]c2)cc1OCC,1,-2,10,0.3,5,-10,17,-3,4
Cc1ccsc1CNS(=O)(=O)c1ccc(F)cc1,3,-2,12,0.4,11,-10,-16,5,12
O=C(/C=C/c1ccccc1)NCc1ccco1,-7,-2,3,1.3,18,2,-26,-1,-10
CC(C)=C(NC(=O)c1ccccc1)C(=O)N/N=C(\C)c1ccccc1O,5,-2,7,-0.4,2,-4,26,-2,-2
COc1cccc(/C=N/NC(=S)NCc2ccco2)c1OC,-8,3,5,1.6,17,8,11,-5,-3
O=C(CCN=C1NS(=O)(=O)c2ccccc21)Nc1ccc(F)cc1Cl,2,-1,11,0.6,9,-10,-13,-1,0
COc1ccc(C(C)=O)cc1COC(=O)CCNS(=O)(=O)c1ccc(C(C)=O)cc1,1,-7,1,1.6,6,-1,27,4,4
O=C(CSc1nc(=O)n2ccccc2n1)NCc1ccc2c(c1)OCO2,-4,4,9,1.3,8,-3,-7,-3,-8
COc1ccc(/C=C(/NC(=O)c2ccco2)C(=O)NCc2ccco2)cc1OC,-3,-5,7,1.4,-7,-8,4,-1,7
CC(C)(C)c1cc(Br)ccc1OCC(=O)Nc1ncn[nH]1,6,-2,5,0.7,-4,-1,24,-2,-14
Cc1ccc(SCC(=O)OC(C)C(=O)NCc2ccccc2)cc1 (stereo not given),2,0,11,-1.2,9,10,-1,2,17
Cc1cc(S(=O)(=O)N2CCOCC2)ccc1F,-6,8,1,0.6,5,-12,10,1,0
Cc1ccc(S(=O)(=O)CCC(=O)N2CCN(c3ccc(Cl)cc3)CC2)cc1,-4,0,-10,0.2,22,-3,26,5,14
O=C(CNC(=O)c1cccs1)N/N=C/c1ccc(Cl)cc1,2,3,-32,2.5,12,23,5,2,7
CC(=O)SC(C[N+](=O)[O-])c1cn(C(C)=O)c2ccccc12 (stereo not given),55*,0,-1,159*,89*,-7,21,-7,76*
C=CCNC(=S)NCc1cccnc1,-6,0,-20,0.9,15,-4,-29,3,-18
CC(c1nccs1)N(C)c1nc2nonc2nc1N(C)C (stereo not given),-6,-1,-6,0.8,-2,-7,-3,-1,-1
CC(=O)Nc1ccc(C(=O)OC2CCOC2=O)cc1 (stereo not given),4,0,1,-1.5,-5,-3,-17,-4,-1
O=C(c1cc(Cl)nc2ccccc12)N1CCCCC1,-1,-1,-2,-0.7,20,-2,-8,2,5
Nc1nnc(SC2CC(=O)N(c3ccccc3)C2=O)s1 (stereo not given),15,-1,0,-0.4,59*,-10,21,0,-16
CCN1CCc2c(sc(NC(=S)NC(=O)c3ccco3)c2C(N)=O)C1,1,0,3,2.1,-2,5,20,-5,18
COc1cccc(N=Nc2ccc(O)c3ncccc23)c1,90*,7,66*,107*,62*,12,82*,-14,60*
O=C(NNc1ccccc1C(F)(F)F)c1cccs1,-24,-1,2,0.1,14,-18,7,-3,11
COc1ccc2c(c1)C(C)=CC(C)(C)N2C(=O)CNCc1ccc2c(c1)OCO2,9,-3,2,-1.4,38,6,23,-2,14
O=C(c1cccc(F)c1)N1CCCC(C(=O)N2CCCCCC2)C1 (stereo not given),-6,-4,5,-1.5,21,-5,5,-4,3
O=C(CSc1ccccc1)N1CCN(c2ccccc2)CC1,1,1,5,3.4,0,21,-42,4,-5
CCOCCCNC(=O)c1ccc2c(c1)ncn2-c1ccccc1OC,2,-4,10,-1.3,8,-5,18,-1,4
Cc1cc(N2O[C@H]3C=C[C@@H]2C3)no1,-5,0,/,-0.5,31,-9,7,/,21

The list is partial (hit frequency here may not be typical).
